# MazEF act = activators of E. coli MazEF toxin-antitoxin RNase, primary screen, biochemical, fluorescence, uHTS | FAM/BHQ RNA-DNA oligo cleavage fluorescence, 5 h | activation, % at 20 µM | hit rate 0.32% among 350,000; in the data active means activation above about 50%
# BH1578 lux ind = inducers of Vibrio cholerae quorum light production without autoinducers, primary screen, BH1578 luxS cqsA deficient, single point | hit rate 0.16% among 350,000 | V. cholerae BH1578 lux reporter, luminescence, 6 h | activation, % at 18.7 µM; in the data active means activation mostly above about 9.7%, no sharp cut-off; inconclusive means no clear call, values can overlap the other calls; inactive means mostly below about 3.7%; further: not every result past the cut was called active; inactives centre near 0; reference of the scale not given here
# SARS 3CLpro inh = SARS-CoV 3CLpro protease inhibitors, primary screen, biochemical, quenched FRET. recombinant SARS-CoV 3CLpro, quenched FRET peptide cleavage. inhibition, % at 6 µM. hit rate 0.14% among 290,000. AID 1706, 2009; in the data active means inhibition above about 12%
# SSB-PriA inh = inhibitors of Klebsiella pneumoniae PriA binding to SSB C-terminal tail, primary screen, biochemical, AlphaScreen; AlphaScreen SSBct-PriA binding, biotinylated peptide; inhibition, % at 33 µM; PriA–SSB C-terminal tail interaction (Klebsiella pneumoniae); hit rate 0.6% among 430,000; in the data active means inhibition mostly above about 37%, no sharp cut-off; inactive means mostly below about 20%;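 further: plate controls were negative control peptide for no effect and reference peptide for full effect; strong numbers were not always called active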
# Anthrax LF inh2 = Bacillus anthracis LF protease inhibitors, primary screen, biochemical, multiplex microsphere, MLPCN library; Lethal factor (Bacillus anthracis), P15917; multiplex microsphere protease cleavage assay; inhibition, % at 10 µM; hit rate 0.12% among 360,000; AID 588501, 2011; in the data active means inhibition above about 30%; inconclusive means no clear call, values can overlap the other calls; further: plate controls were buffer without enzyme for full effect and enzyme alone for no effect
# Rv3671c protease = Rv3671c serine protease inhibitors, primary screen, biochemical, fluorescence polarization, M. tuberculosis H37Rv. P9WHR9. AID 2606, 2010. inhibition, % at 5.96 µM. hit rate 0.048% among 320,000; in the data active means inhibition above about 38%;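 further: extracellular domain of Rv3671c used as enzyme; 0% = enzyme with DMSO and 100% = no enzyme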
# PfHsp40 yeast = rescue of yeast from PfHsp40 toxicity, primary screen, S. cerevisiae, ATP luminescence | S. cerevisiae expressing PfHsp40, growth rescue | growth rescue, % at 12.5 µM | hit rate 0.68% among 340,000; in the data active means growth rescue above about 28%, passing the limit was not always enough; inconclusive means no clear call, values can overlap the other calls;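 further: yeast W303a lacking pdr1 and pdr3 grown in galactose medium; growth measured after three days at 30 °C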
# TcdB GH inh = TcdB glycohydrolase inhibitors, primary screen, biochemical, single point, plate reader. TcdB glycohydrolase enzymatic assay. inhibition, % at 9.99 µM. hit rate 0.24% among 350,000. AID 652162, 2013; in the data active means inhibition above about 10%
# Target sequence (P18177 whole entry, looked up): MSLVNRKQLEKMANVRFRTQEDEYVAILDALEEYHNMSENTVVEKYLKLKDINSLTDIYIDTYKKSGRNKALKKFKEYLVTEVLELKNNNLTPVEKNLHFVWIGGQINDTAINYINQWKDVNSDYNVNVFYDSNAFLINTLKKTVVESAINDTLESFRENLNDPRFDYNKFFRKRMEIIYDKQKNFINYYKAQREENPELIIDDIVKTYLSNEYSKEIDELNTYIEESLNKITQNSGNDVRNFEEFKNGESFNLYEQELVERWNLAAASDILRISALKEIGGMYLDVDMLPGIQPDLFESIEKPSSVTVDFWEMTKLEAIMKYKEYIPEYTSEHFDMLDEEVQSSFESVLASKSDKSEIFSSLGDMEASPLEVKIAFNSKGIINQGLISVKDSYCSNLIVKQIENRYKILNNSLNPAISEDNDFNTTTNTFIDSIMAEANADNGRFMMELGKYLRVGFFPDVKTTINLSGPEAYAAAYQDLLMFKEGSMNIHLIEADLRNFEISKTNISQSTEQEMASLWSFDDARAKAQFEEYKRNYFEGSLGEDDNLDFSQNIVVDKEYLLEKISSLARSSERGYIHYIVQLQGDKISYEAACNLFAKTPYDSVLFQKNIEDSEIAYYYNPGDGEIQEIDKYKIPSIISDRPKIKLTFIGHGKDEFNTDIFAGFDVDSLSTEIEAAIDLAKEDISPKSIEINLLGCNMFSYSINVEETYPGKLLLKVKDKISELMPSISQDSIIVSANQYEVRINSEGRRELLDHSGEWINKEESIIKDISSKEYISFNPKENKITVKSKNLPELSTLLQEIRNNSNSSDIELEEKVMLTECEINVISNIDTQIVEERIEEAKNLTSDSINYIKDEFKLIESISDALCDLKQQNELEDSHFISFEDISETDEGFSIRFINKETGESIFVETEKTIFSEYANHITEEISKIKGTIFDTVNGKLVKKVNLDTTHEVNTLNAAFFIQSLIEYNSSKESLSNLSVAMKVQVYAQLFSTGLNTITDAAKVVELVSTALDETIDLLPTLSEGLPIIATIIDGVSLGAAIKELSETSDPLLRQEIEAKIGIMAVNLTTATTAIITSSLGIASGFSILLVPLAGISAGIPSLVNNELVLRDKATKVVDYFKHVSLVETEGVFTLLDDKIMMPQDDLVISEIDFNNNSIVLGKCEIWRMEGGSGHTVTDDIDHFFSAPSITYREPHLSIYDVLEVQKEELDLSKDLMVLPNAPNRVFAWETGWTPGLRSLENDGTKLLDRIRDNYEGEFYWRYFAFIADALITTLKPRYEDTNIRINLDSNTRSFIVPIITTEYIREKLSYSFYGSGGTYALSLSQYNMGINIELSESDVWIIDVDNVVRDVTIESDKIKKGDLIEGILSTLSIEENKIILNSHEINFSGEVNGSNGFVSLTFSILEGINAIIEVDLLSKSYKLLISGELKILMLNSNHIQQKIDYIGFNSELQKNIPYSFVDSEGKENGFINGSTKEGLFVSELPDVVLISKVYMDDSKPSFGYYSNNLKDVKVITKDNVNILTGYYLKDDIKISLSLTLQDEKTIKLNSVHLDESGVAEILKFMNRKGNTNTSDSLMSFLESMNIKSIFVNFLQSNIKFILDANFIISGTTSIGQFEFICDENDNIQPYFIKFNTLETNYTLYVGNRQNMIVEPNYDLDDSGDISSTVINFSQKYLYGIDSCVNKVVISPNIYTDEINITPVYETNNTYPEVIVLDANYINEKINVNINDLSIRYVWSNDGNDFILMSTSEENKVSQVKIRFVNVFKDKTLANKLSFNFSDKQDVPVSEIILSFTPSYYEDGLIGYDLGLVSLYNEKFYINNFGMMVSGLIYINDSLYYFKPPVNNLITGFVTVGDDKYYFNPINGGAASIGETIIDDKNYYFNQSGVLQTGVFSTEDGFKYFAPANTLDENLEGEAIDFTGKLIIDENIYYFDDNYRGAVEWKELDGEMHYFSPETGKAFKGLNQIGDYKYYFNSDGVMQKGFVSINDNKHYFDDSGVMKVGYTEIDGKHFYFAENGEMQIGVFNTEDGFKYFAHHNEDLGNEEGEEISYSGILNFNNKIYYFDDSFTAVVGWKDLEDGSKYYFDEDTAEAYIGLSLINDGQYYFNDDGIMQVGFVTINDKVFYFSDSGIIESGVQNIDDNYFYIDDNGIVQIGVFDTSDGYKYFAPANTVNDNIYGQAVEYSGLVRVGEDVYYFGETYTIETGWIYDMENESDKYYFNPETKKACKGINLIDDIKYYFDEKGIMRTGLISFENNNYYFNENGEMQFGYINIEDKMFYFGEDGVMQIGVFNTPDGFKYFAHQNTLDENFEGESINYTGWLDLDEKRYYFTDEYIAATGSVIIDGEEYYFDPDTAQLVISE
# Yp Topo-I inh = Yersinia pestis topoisomerase I inhibitors, primary screen, biochemical, cleavage product accumulation, plate reader, single point | AID 504884, 2011 | hit rate 0.064% among 360,000 | activity, % at 10 µM | DNA topoisomerase I (Yersinia pestis CO92) | Y. pestis Topo-I cleavage product accumulation; in the data active means activity above about 50%, passing the limit was not always enough; inconclusive means no clear call, values can overlap the other calls; further: inactives centre near 2
# VHR inh abs = VHR1 phosphatase inhibitors, primary screen, biochemical, absorbance, uHTS; Dual specificity protein phosphatase 3 (Homo sapiens), P51452; recombinant VHR phosphatase, pNPP absorbance; inhibition, % at 13.3 µM; hit rate 0.52% among 290,000; in the data active means inhibition above about 50%; further: some compounds called inactive have numbers as strong as hits
# * marks the source's active call; other numbers are inactive results; i = inactive; u = inconclusive; x = not tested or not shown.
Compound	MazEF act	BH1578 lux ind	SARS 3CLpro inh	SSB-PriA inh	Anthrax LF inh2	Rv3671c protease	PfHsp40 yeast	TcdB GH inh	Yp Topo-I inh	VHR inh abs
NCCCCCC(=O)Nc1ccncc1	-1	-0.3	-1	-6	-7	4	0.2	-0.4	-10	-4
S=C(Nc1ccc(Br)cc1)NC1CCCCC1	-1	-0.3	-1	-31	-1	7	0.7	2.9	2	-4
CN1CC(=O)Nc2ccc([N+](=O)[O-])cc2C1=O	-21	0.4	4	-11	-8	-1	-1.6	2.8	0	-23
COc1cccc(NC(=O)CN(C)C(=O)CSc2ncnc3sc(C)c(C)c23)c1	-5	i	x	2	0	-2	3.0	-0.4	-4	x
CCc1ccc(NC(=O)/C(C#N)=C/c2cc3ccc(C)cc3nc2N2CCOCC2)cc1	-285	-0.7	-4	-7	0	8	4.6	0.5	-4	-8
COC(=O)c1ccc(C(=O)NCCCCO)cc1	-2	-0.5	-2	-8	-2	-4	0.0	-0.3	-2	16
Cc1ccc(NC(=O)COC(=O)C2CCC2)cc1S(=O)(=O)N1CCOCC1	0	x	x	-9	3	-1	-0.9	-1.6	0	x
Cc1ccc(/C=C2\SC(=S)N(CCCC(=O)Nc3ccccc3C(=O)O)C2=O)cc1	-11	-0.4	8	12	2	-4	-2.2	-0.3	18	1
CCN1CCN(S(=O)(=O)c2ccc(Cl)c(C(=O)N(C)C(c3ccccc3)c3ccccc3)c2)CC1	-3	2.4	x	13	-2	3	0.0	1.5	14	x
N#Cc1c(-c2ccc(F)cc2)noc1N	-3	-0.3	3	-2	-4	-3	0.7	x	-2	24
CCCCNC(=O)N1CCc2[nH]c3ccccc3c2C1	-19	i	1	-6	6	x	9.6	0.1	12	-16
COC/C=C/C1=CC2=CC(=O)C(C)(OC(=O)c3cnc4ccccc4n3)C(=O)C2=CN1CCN1CCOCC1 (stereo unspecified)	-4	2.1	x	2	-8	-19	-0.6	-2.7	-1	41
CCSc1ncc(Cl)c(C(=O)Nc2cc(C)ccc2C)n1	-3	-0.5	1	-4	5	11	-0.4	-0.6	-3	8
Cc1ccsc1/C=N/NC(=O)CN1CCN(S(=O)(=O)c2ccc(Br)cc2)CC1	2	-0.7	1	x	0	2	-1.5	x	34	-5
COc1cccc(NC(=S)NN=C2CCCCCC2)c1	1	-0.5	-2	12	3	x	0.1	0.3	13	14
Cc1cccc(-n2c(SCc3ccc([N+](=O)[O-])cc3)nnc2-c2c[nH]c3ccccc23)c1	6	-0.3	-2	5	-7	9	-0.5	-0.7	-5	26
CCN(CC)C(=O)c1cccc(-c2csc(C(NC(C)=O)c3ccccc3)n2)c1 (stereo unspecified)	x	-0.3	x	x	-2	x	x	0.0	-6	x
CC(OC(=O)C1=Cc2ccccc2OC1)C(=O)NC1CCCC1 (stereo unspecified)	-6	i	5	-13	0	-2	-0.1	1.0	4	-16
Oc1cccc(Nc2nc(O)c(/C=C3\C=Nc4ccccc43)s2)c1	-26	-0.6	1	13	-5	-28	-0.7	1.7	-10	21
COc1ccccc1CN1CC(C(=O)N2CCCCCCC2)CCC1=O (stereo unspecified)	2	2.5	-4	-6	-4	-4	1.1	0.7	15	38
CCN(C(=O)COC(=O)c1[nH]c(C)c(C(C)=O)c1C)c1c(N)n(Cc2ccccc2)c(=O)[nH]c1=O	-7	-0.6	x	2	-8	0	0.0	2.4	-1	x
O=C(C1CCN(Cc2ccccc2)CC1)N1CCCC1	-29	i	5	-10	-1	7	-1.5	x	6	13
COc1cccc(N2CCN(C(=O)CSc3ccc(F)cc3)CC2)c1	4	-0.1	1	2	-1	14	-2.6	5.9	16	-1
Cc1cc(C(=O)N2CCN(c3ccc([N+](=O)[O-])cc3)CC2)no1	-3	-0.4	1	-7	0	-3	3.3	x	4	-10
CN1C(=O)CSc2ccc(NC(=O)N3CCN(c4ccccn4)CC3)cc21	-2	-0.1	2	6	0	-5	0.1	-0.5	3	13
CCOc1ccc(NC(=O)N2CCC(NC(=O)C(Cc3ccc(OC)c(OC)c3)NC(C)=O)CC2)cc1 (stereo unspecified)	-7	i	-2	-7	0	-2	-0.6	x	-6	14
O=C1CC(c2ccccc2)CC(O)=C1C=NCCc1ccccc1 (stereo unspecified)	4	-1.1	2	-2	-2	-2	1.0	-0.5	7	34
CSc1ncccc1C(=O)OCn1nnc2ccccc2c1=O	4	-3.7	-3	-4	0	-1	0.0	x	3	12
C=CCn1c(SCC(=O)N(CC)C2CCS(=O)(=O)C2)nc2sc3c(c2c1=O)CCC3 (stereo unspecified)	7	2.3	x	-6	-2	-6	0.1	0.5	29	x
COc1ccc2c(-c3ccccc3)cc(SC(C)C(N)=O)nc2c1 (stereo unspecified)	9	-0.3	5	-14	-3	0	0.0	0.0	u	-5
COc1ccc(/C(O)=C2/C(=O)C(=O)N(c3ccccn3)C2c2cccc(Cl)c2)cc1 (stereo unspecified)	-9	-0.3	5	x	8	-3	1.2	-0.6	0	2
Cn1c(Cl)c(/C=N/OC(=O)c2ccccc2Cl)c2ccccc21	1	-0.3	-5	x	-3	-10	1.0	x	16	31
Cc1cc(C)nc(N/N=C/c2c(CO)cnc(C)c2O)n1	10	1.8	1	x	8	0	0.7	0.7	-6	3
CC(C)C[C@H]1CN([C@@H](CC(C)C)CN2CCCC2CN2C(=S)NC[C@@H]2Cc2ccc(O)cc2)C(=S)N1CC1CCCCC1 (stereo partly specified)	2	i	x	11	-2	x	1.7	0.6	1	x
O=C1C=CC(=O)c2c(O)c(CO)c(CO)c(O)c21	-360	i	x	4	-4	x	0.0	-2.7	-42	x
CN(CCc1cnn(C)c1)Cc1nc(CC2CC2)no1	5	i	5	4	-6	4	7.4	-0.1	0	17
O=C(O)c1cc(Cl)c2c(c1)[C@@H]1C=CC[C@@H]1[C@H](c1ccc(S(=O)(=O)N3CCOCC3)cc1)N2	0	-0.3	4	-6	-4	-3	-2.4	x	-4	15
COC(=O)c1sc2ccccc2c1NC(=O)c1ccc(S(=O)(=O)N2CCCCC2C)cc1 (stereo unspecified)	7	-2.6	-2	-4	3	-25	0.6	0.5	9	23
O=C(c1noc2c1CCCC2)N1CCc2ccccc2C1	3	-10	1	-4	9	-3	-0.2	1.3	18	19
O=C(Cn1cc([N+](=O)[O-])cn1)Nc1nccs1	10	-0.5	-2	-5	-5	-10	-0.1	1.9	-8	-7
COc1ccc(-c2noc(N3CCC(C(=O)NCCCN4CCCCC4)CC3)n2)cc1	2	0.0	-4	0	-1	0	1.0	-0.3	1	33
O=C(Nc1ccc2oc(=O)ccc2c1)c1ccc(-c2cccc(Cl)c2)o1	-26	2.1	2	-9	-4	-30	0.8	-0.5	-8	26
O=C(Cc1ccccc1)NCC(=O)Nc1ccccc1Br	6	-0.3	0	-7	6	3	0.4	0.6	8	26
COC(=O)[C@@H]1C[C@@]2(O)[C@@H](O)[C@@H](O)[C@@H](O)C[C@H]2N1C/C=C/c1ccccc1	4	i	x	5	0	9	0.3	0.9	2	0
COc1ccc(CNC(=O)c2csnn2)cc1	4	i	-1	-6	2	-7	-1.7	x	6	25
Nc1ncnc2c1ncn2C1C=C(CO)C(O)C1O (stereo unspecified)	6	i	x	-4	0	x	-1.4	x	4	x
CN(Cc1ccc(Cl)c(Cl)c1)C(=O)C1CSC2(C)CCC(=O)N12 (stereo unspecified)	0	-0.7	x	5	3	-8	0.3	0.9	7	x
FC(F)(F)c1cc(CCN2CCNC[C@@H]2CC2CCCCC2)cc(C(F)(F)F)c1	12	-0.4	x	13	-9	-1	-0.3	3.5	-9	x
CCCOc1ccc(-c2c(C(=O)N/N=C/c3ccco3)nnn2-c2nonc2N)cc1	-6	-0.2	-1	x	-3	1	-1.0	0.3	1	4
O=C(CN1C(=O)c2ccccc2C1=O)OCc1nc2ccsc2c(=O)[nH]1	5	i	x	-16	-1	-1	-1.7	1.7	-3	x
Cc1ccc(N=Nc2ccc(O)cc2)c(Br)c1	8	i	4	45	25	9	201*	2.3	-17	-16
O=C(O)c1cccc2c1-c1c(cccc1[N+](=O)[O-])C2	0	-7.7	x	-5	-1	x	0.2	1.7	-2	x
CCOc1ccccc1NC(=O)COc1ccc2ccc(=O)oc2c1	-7	-0.2	-6	-2	2	4	0.0	-0.5	6	-3
COC(=O)C(O)(c1ccc(N(C)S(=O)(=O)c2ccccc2)cc1)C(F)(F)F (stereo unspecified)	0	-5.6	-4	-4	0	5	-0.6	x	-2	22
CCn1c(SCC(=O)N2CCC(C(N)=O)(N3CCCCC3)CC2)nc2ccccc2c1=O	-9	i	-6	-2	-4	x	-0.1	x	-4	x
CCCCC(=O)Nc1cc(NC(=O)CCCC)cc(C(=O)O)c1	16	i	2	-11	-1	3	8.3	x	13	-2
O=C(NCC(=O)N1CCN(c2ncccn2)CC1)c1ccccc1OC(F)F	0	3.4	x	9	-2	-2	-0.5	0.7	5	x
CCc1nnc(NC(=O)CSc2nnc3scc(-c4ccc(C)cc4)n23)s1	-13	i	0	-16	0	2	0.2	x	-2	x
COc1cccc(NC(=O)CCCCCn2nnc3ccccc3c2=O)c1	2	-0.5	-2	-1	6	-3	0.9	-0.1	-10	-20
COCCNc1cc(C)nc2ccccc12	-2	-1.0	3	-13	-4	-4	-2.4	x	-7	26

# Next part
Compound	MazEF act	BH1578 lux ind	SARS 3CLpro inh	SSB-PriA inh	Anthrax LF inh2	Rv3671c protease	PfHsp40 yeast	TcdB GH inh	Yp Topo-I inh	VHR inh abs
O=C(Nc1ccc(C(=O)N2CCCC2)cc1)c1ccccc1Br	6	-2.9	4	25	-2	8	-0.9	1.8	3	14
CC(=O)Nc1cncc(-c2ccccc2N(C)C)n1	x	i	x	x	-6	x	x	0.2	6	x
CCOC(=O)Cc1cc(=O)n2[nH]c(C)c(C#N)c2n1	5	1.0	-2	-5	0	-8	-1.7	x	-2	31
[O-][n+]1c2c(nn1-c1ccccc1)/C(=N/O)CCC2	4	i	1	x	0	-5	5.8	0.9	8	9
CC(=O)c1c(C)[nH]c(C(=O)OCC(=O)N2CCc3ccccc3C2)c1C	-6	i	x	-10	5	1	1.4	-0.9	8	x
NS(=O)(=O)c1ccc(CCNC(=O)CNC(=O)COc2ccccc2)cc1	1	i	0	1	-6	0	-3.3	1.0	2	20
C=CCn1c(C(C)NC(=O)c2ccc(C)cc2)n[nH]c1=S (stereo unspecified)	-9	-0.6	-3	-5	-4	1	0.8	3.3	-7	0
COc1cccc(NC(=O)CN2C(=O)NC(C)(CC(C)C)C2=O)c1 (stereo unspecified)	7	i	-6	-3	-7	-7	-2.1	0.5	8	19
COc1ccc(CC(=O)NNC(=O)c2cccnc2)cc1OC	-1	-0.8	-1	-14	3	-4	-0.5	0.6	-3	-15

# 2 of these compounds, reformatted.
O=C(Nc1ccc(C(=O)N2CCCC2)cc1)c1ccccc1Br
- MazEF act: 6
- BH1578 lux ind: -2.9
- SARS 3CLpro inh: 4
- SSB-PriA inh: 25
- Anthrax LF inh2: -2
- Rv3671c protease: 8
- PfHsp40 yeast: -0.9
- TcdB GH inh: 1.8
- Yp Topo-I inh: 3
- VHR inh abs: 14

CC(=O)Nc1cncc(-c2ccccc2N(C)C)n1
- MazEF act: x
- BH1578 lux ind: i
- SARS 3CLpro inh: x
- SSB-PriA inh: x
- Anthrax LF inh2: -6
- Rv3671c protease: x
- PfHsp40 yeast: x
- TcdB GH inh: 0.2
- Yp Topo-I inh: 6
- VHR inh abs: x

# Screening results from PubChem BioAssay.

# Not all compounds are listed (hit frequency here may not be typical).
